# STAT3 act: activators of IL-6 induced STAT3 signaling | U3A cells, IL-6 STAT3-luciferase reporter, luminescence; 100% = signal with IL-6 EC80 alone | activation (% of control), % at 5.6 µM | 0.91% of 190,000 active | AID 871;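 active = activation above the screen-wide mean of compound activation plus 3 SD, cut at about 130% in these data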;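 also: 0% = background luminescence of wells with medium and substrate only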
#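 Material: human U3A cells carrying STAT3-luciferase construct. Measured by: reporter luminescence signal. Timing: compound 1 h, then IL-6 6 h at 37 °C.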
# STAT1 inh: inhibitors of IFN-gamma induced STAT1 signaling. NIH 3T3 STAT1-luciferase reporter, luminescence. inhibition, % at 5.5 µM. 0.35% of 200,000 active. AID 920;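 active = inhibition above a set limit, the mean inhibition across all tested compounds plus 3 SD, cut at about 34% in these data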;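 also: 0% = IFN-gamma with DMSO and 100% = IFN-gamma with 300 µM nifuroxazide; values of inactives mirror those of a sister screen read the other way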
# APP 5UTR inh: APP translation inhibition | inhibition, % at 2 µM | AID 1285 | 0.82% of 190,000 active | SH-SY5Y APP 5'UTR-luciferase reporter, luminescence;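 active = inhibition above a set limit, derived from the sample mean plus 3 SD, cut at about 45% in these data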; also: values of inactives mirror those of a sister screen read the other way
# STAT1 act: STAT1 signaling activation; NIH 3T3 STAT1-luciferase reporter, IFN-gamma, luminescence; 100% = IFN-gamma alone, no compound; activation (% of control), % at 5.5 µM; AID 932; 2.6% of 200,000 active;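 active = activation above the screen-wide mean activation plus 3 SD, cut at about 130% in these data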;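 also: raw ratio to IFN-gamma control signal so 100% means no change and 0% no light; values of inactives mirror those of a sister screen read the other way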
# STAT3 blocker: reduces IL-6 driven STAT3 reporter signal | U3A cells, IL-6 STAT3-luciferase reporter, luminescence; host cell line lacks STAT1 | 0.89% of 190,000 active | AID 862 | inhibition, % at 5.5 µM;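 active = inhibition above the mean inhibition across all screened compounds plus 3 SD, cut at about 44% in these data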;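 also: 0% = DMSO only wells and 100% = 100 µM nifuroxazide control wells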
# Diaphorase act: diaphorase activation or chemical reduction counter-screen. Diaphorase/resazurin coupled assay, resorufin fluorescence, 16 min; stronger effect = higher value; 1 = vehicle wells, 0 = NADH-free wells. activation factor at 20 µM. 0.005% of 190,000 active. AID 1229;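 active = diaphorase activity raised at least twofold by the compound at 20 µM; inactive = activation factor below 2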
#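 Material: Purified diaphorase enzyme from Clostridium kluyveri | Buffer or medium: 50 mM HEPES pH 7.4 with 4.542 mM MgCl2, 0.005% Tween 20 | Times: 16 min enzyme reaction, ambient temperature | Signal: Red resorufin fluorescence at 544/590 nm excitation/emission | Measure: Increased resorufin signal from activators or reducing compounds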
# TLR4 MyD88 comp: blocks binding of human TLR4 to MyD88 | O00206+Q99836 | HeLa CL3-4 TLR4/MyD88 BLA complementation, FRET ratio | inhibition, % at 8.4 µM | 0.18% of 200,000 active | AID 861; in the data active = inhibition above about 25%;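 also: 0% = vehicle and 100% = reference inhibitor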
# Target sequence (O00206 whole entry, looked up): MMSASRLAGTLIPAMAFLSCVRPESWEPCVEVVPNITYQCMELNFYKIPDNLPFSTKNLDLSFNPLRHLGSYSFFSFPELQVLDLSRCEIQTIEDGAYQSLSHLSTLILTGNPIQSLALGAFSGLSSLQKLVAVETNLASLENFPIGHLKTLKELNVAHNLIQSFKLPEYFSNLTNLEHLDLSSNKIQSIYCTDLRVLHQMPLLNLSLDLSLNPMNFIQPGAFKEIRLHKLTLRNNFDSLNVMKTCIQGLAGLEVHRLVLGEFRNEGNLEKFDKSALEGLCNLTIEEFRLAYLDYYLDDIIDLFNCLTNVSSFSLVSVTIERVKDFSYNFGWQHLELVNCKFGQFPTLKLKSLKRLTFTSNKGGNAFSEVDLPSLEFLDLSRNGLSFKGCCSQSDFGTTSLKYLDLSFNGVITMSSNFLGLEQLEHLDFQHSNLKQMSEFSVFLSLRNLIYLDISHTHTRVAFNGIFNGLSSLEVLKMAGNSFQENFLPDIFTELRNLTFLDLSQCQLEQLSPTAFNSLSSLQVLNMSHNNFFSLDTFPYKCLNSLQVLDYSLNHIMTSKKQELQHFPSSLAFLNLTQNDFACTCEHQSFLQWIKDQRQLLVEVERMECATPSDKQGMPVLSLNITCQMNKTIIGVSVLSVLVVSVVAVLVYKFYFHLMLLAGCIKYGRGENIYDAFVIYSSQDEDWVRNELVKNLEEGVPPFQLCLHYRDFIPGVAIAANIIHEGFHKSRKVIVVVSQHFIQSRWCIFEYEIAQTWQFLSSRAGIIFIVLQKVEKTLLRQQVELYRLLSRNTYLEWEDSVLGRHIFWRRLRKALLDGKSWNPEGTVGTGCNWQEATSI
# Target sequence (Q99836 whole entry, looked up): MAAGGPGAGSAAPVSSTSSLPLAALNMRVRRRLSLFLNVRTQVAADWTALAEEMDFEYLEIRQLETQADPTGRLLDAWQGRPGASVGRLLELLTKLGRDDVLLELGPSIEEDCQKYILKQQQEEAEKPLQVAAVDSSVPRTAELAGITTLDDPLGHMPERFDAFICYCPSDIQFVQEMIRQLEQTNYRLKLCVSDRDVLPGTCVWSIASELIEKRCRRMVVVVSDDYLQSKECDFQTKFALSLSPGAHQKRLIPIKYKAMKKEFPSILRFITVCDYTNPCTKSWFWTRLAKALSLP
# Hsp70 activator: Hsp70 transcriptional activation, primary screen; HeLa Hsp70 promoter luciferase reporter, luminescence; scaled: vehicle 0, proteasome-inhibitor control 100%; 0.04% of 200,000 active; activation, % at 10 µM;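 active = activation above the mean across all tested compounds plus 3 SD, cutoff set per campaign, cut at about 5.5% in these data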;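 also: 100% = MG132 at 30 µM as the positive control and 0% = DMSO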
# G6PDH counter: L. mesenteroides G6PDH inhibition counter-screen; Purified L. mesenteroides G6PDH, diaphorase/resazurin coupled fluorescence, 45 min; 0.12% of 200,000 active; inhibition, % at 5 µM; in the data active = inhibition above about 50%
# Diaph inh CS: counter-screen for diaphorase-based assays: diaphorase inhibitors and chemical oxidizers; diaphorase resazurin-to-resorufin fluorescence, NADH, 16 min; bacterial (C. kluyveri) enzyme, not human; inhibition, % at 20 µM; 0.69% of 190,000 active;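 active = primary screen inhibition at 20 µM above a set limit, cut at about 50% in these data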;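 also: plate controls were DMSO with full reaction for no effect and wells lacking NADH for full effect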
#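 Detection: fluorescence of resorufin formed from resazurin, Ex 544/Em 590 nm; test system: Clostridium kluyveri diaphorase enzyme; amount: 0.14 U/mL diaphorase, enzyme working solution; times: 16-min room-temperature incubation before reading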
# * = called active by the depositor; / = not tested or not shown.
SMILES,STAT3 act,STAT1 inh,APP 5UTR inh,STAT1 act,STAT3 blocker,Diaphorase act,TLR4 MyD88 comp,Hsp70 activator,G6PDH counter,Diaph inh CS
CCOC(=O)c1ccc(NC(=O)CN2CCN(Cc3ccccc3)CC2)cc1,105.0,2.2,-7.8,96.2,-3.6,1.1,-7.9,1.0,-0.1,-5.4
O=C(Nc1ccccc1)N1CCN(C(=O)Nc2ccccc2)CC1,102.7,1.2,-24.4,98.6,4.5,0.9,0.9,0.1,2.4,12.3
O=C1C2C3CCC(C3)C2C(=O)N1CNc1ccc(F)cc1 (centres undefined),103.0,1.4,-9.1,98.7,0.0,0.9,0.6,-0.2,9.2,13.8
C[C@]1(C(=O)O)C=C[C@@H](Cc2ccccc2)N1C(=O)c1ccccc1,101.4,0.9,-14.6,99.2,-4.6,0.9,6.5,0.0,19.2,12.7
CC12CCC(C(=O)Nc3ccccc3)(C(Br)C1=O)C2(C)C (centres undefined),96.6,-3.7,-12.0,103.3,4.2,1,-10.7,0.1,6.5,-0.3
COc1ccc2nc(SCC(=O)Nc3ccccc3)[nH]c2c1,105.2,-3.5,2.7,102.7,-4.9,1,6.4,-0.2,5.8,-1.6
N#Cc1cc(-c2cccc(Cl)c2)c[nH]c1=O,97.1,-1.5,0.1,101.3,6.3,0.9,-1.3,-0.2,2.0,8.0
Cc1ccc(/C=C2\CCCC3=C2NC(=S)NC3c2ccc(C)cc2)cc1 (centres undefined),104.1,11.0,1.9,89.8,-6.6,0.9,-11.7,-0.1,6.6,7.0
Cc1nnc(NC(=O)CSc2nccn2C)s1,106.1,6.6,5.5,90.2,-4.0,0.9,-3.4,-0.3,5.0,5.3
CCOC(=O)C1=C(CP(=O)(c2ccccc2)c2ccccc2)NC(=O)NC1c1ccc(OC)cc1 (centres undefined),94.8,12.2,-13.6,88.9,2.1,0.8,-3.1,-0.6,9.2,15.5
COc1ccc(CCNC(=O)Cn2c(=O)n(-c3cc(F)ccc3F)c(=O)c3sccc32)cc1OC,97.2,53.2*,-4.3,50.9,8.2,0.9,-6.0,-0.1,-5.5,7.0
CC(C)=CCN1CCN(Cc2cccnc2)CC1CCO (centres undefined),100.6,-1.2,-0.3,99.4,1.7,/,5.2,-0.2,7.5,/
CCOc1cc(C(=O)NC)cc(Br)c1OCc1ccccc1,95.6,-9.9,-16.2,109.9,6.0,0.8,-6.0,-0.2,0.7,23.7
CCCCOC(=O)C(NC(=O)c1ccccc1)=C(C)C,99.3,7.6,6.5,93.0,6.7,1.1,0.2,-0.3,5.9,-8.8
CC(C)Sc1nc2c(c(=O)n(C)c(=O)n2C)n1Cc1ccc(Cl)cc1,100.2,-9.3,4.5,108.6,-0.5,1,-0.4,-0.4,-8.1,4.5
COc1ccc(C(=O)NCCc2nnc(SCC(=O)Nc3ccccc3)n2C)cc1,106.4,-5.1,3.6,104.7,-3.2,0.9,7.3,-0.1,-21.8,7.2
COc1cccc(-n2nnc3c(=O)n(Cc4ccc(F)cc4)cnc32)c1,97.2,11.1,-11.2,89.9,7.4,0.8,-17.9,-0.1,-0.6,19.3
Cc1ccc(NC(=S)NN(C)c2cc(C)nc(C)n2)cc1,93.8,1.7,-3.7,98.5,8.3,1,-2.1,-0.2,8.8,-4.1
COc1ccc(Br)cc1C(=O)N/N=C/c1ccc([N+](=O)[O-])cc1,80.5,5.6,12.2,93.3,25.1,1,-11.6,-0.3,-13.6,-1.0
CCc1nnc(NC(=O)C=C(C)C)s1,107.0,-19.3,4.2,112.8,-6.2,0.9,6.0,0.0,5.2,10.7
CC(=O)N1N=C(c2cccs2)CC1c1cccc([N+](=O)[O-])c1 (centres undefined),104.8,-5.8,-18.9,105.7,0.8,0.9,-4.4,-0.1,11.2,13.7
Cc1cc(C(=O)CSc2nnc(N)s2)c(C)n1CCc1ccc(Cl)cc1,94.5,-5.2,-6.4,104.8,13.9,0.9,-18.2,-0.4,15.4,7.6
Cc1cc(C)nc(/N=C(\N)N(Cc2ccccc2)Cc2ccccc2)n1,106.1,26.8,9.1,75.0,-7.9,1,10.2,-0.2,1.2,0.9
O=C(Nc1nnc(C2=COCCO2)o1)C1CCCCC1,96.1,-11.7,-7.8,107.5,9.3,1,-7.1,0.0,7.2,-0.1
Cc1cccc(-c2nc3ccccc3c(=O)n2NC(=O)c2cccnc2Cl)c1,99.4,11.9,-7.2,89.4,1.0,0.9,4.5,-0.1,15.8,6.0
CCOc1ccc(C2C(C(=O)c3ccco3)=C(O)C(=O)N2CCN(C)C)cc1 (centres undefined),98.3,3.8,5.8,96.5,7.8,0.8,2.3,-0.1,4.3,15.5
O=C(NCC1CCCO1)C(C(=O)c1ccccc1)n1ccccc1=O (centres undefined),103.0,4.5,14.9,95.9,-0.7,1.1,-24.0,-0.2,3.9,-10.5
Cc1ccc(OCC(=O)NCc2cccnc2)cc1,107.6,-5.6,-1.7,103.2,-5.3,1,-1.2,0.1,12.7,3.4
CNc1ccccc1C(C)(C)c1cc(-c2cccc([N+](=O)[O-])c2)no1,90.3,13.4,-25.4,86.3,17.7,0.6,2.7,-0.2,4.2,36.4
COc1ccc(OCCCC(=O)Nc2nncs2)cc1,98.0,-1.8,14.4,101.6,2.0,0.9,-10.9,-0.2,3.7,8.5

# Full records as entered above:
# COc1ccc(OCCCC(=O)Nc2nncs2)cc1 reads STAT3 act: 98.0; STAT1 inh: -1.8; APP 5UTR inh: 14.4; STAT1 act: 101.6; STAT3 blocker: 2.0; Diaphorase act: 0.9; TLR4 MyD88 comp: -10.9; Hsp70 activator: -0.2; G6PDH counter: 3.7; Diaph inh CS: 8.5
# CC(=O)N1N=C(c2cccs2)CC1c1cccc([N+](=O)[O-])c1 (centres undefined) reads STAT3 act: 104.8; STAT1 inh: -5.8; APP 5UTR inh: -18.9; STAT1 act: 105.7; STAT3 blocker: 0.8; Diaphorase act: 0.9; TLR4 MyD88 comp: -4.4; Hsp70 activator: -0.1; G6PDH counter: 11.2; Diaph inh CS: 13.7

# (continued)
SMILES,STAT3 act,STAT1 inh,APP 5UTR inh,STAT1 act,STAT3 blocker,Diaphorase act,TLR4 MyD88 comp,Hsp70 activator,G6PDH counter,Diaph inh CS
Cc1csc(C(=O)O)c1-c1c(C)csc1C(=O)O,99.3,-3.7,-13.4,103.3,3.2,0.9,4.5,-0.3,3.9,10.0
CCn1c(COc2ccc(Cl)cc2)nnc1SCc1ccc(C#N)cc1,92.4,3.3,-2.7,96.9,11.2,0.7,3.3,-0.4,-24.6,25.1
CCOC(=O)c1c(NC(C)=O)sc2c(OCCN(CC)CC)c(Br)ccc12,125.9,-14.1,24.1,113.2,-18.1,0.7,-10.8,-0.1,9.0,28.8
O=C(O)c1ccc(CNCc2ccc(Cl)cc2)cc1,87.0,3.4,41.4,96.9,14.5,1,6.6,-0.5,-6.7,2.4
O=C1C2=C(CCCC2)C(=O)N1c1cccc(OCCBr)c1,105.1,-2.5,-7.5,101.9,-4.8,1,-16.4,-0.3,7.5,-0.9
O=C1/C(=C\Nc2ccccc2)CCN1c1ncccn1,108.7,-25.4,/,123.5,-2.8,0.8,-1.5,-0.4,1.6,15.4
CCC(=S)/C=C1\Sc2ccccc2N1CCCS(=O)(=O)O,95.0,1.0,-24.4,99.1,13.4,1,3.4,-0.1,2.9,2.5
CCN(CC)C(=O)C(C)OC(=O)COc1ccc(Cl)cc1Cl (centres undefined),107.5,-12.1,10.6,110.8,-6.3,0.9,-23.5,0.1,8.3,7.6
COc1ccc(OC)c(S(=O)(=O)N(C)CC(=O)N2CCc3ccccc3C2)c1,93.8,3.5,-8.2,96.7,11.6,0.9,-6.1,-0.1,-2.0,9.5
CCOc1ccc(Nc2cc(=O)oc3ccccc23)cc1,104.2,-12.3,10.1,111.2,-0.1,1,-7.0,0.2,4.3,1.0
CCOc1ccccc1NC(=O)CSc1nnc(CNC(=O)c2ccco2)o1,95.7,-2.4,-21.6,102.2,10.8,0.9,12.1,-0.1,4.2,8.0
Cc1ccc(NC(=O)C2CCCN(c3ncccn3)C2)cc1F (centres undefined),112.0,-53.2,-88.5,148.8*,-11.2,0.9,3.6,0.1,-5.6,10.8
COc1cccc(-n2nnnc2SCC(=O)Nc2ccc3c(c2)OCCO3)c1,104.4,-4.5,-1.1,104.2,-7.0,0.8,-3.9,-0.3,0.5,18.0
CCOC(=O)C1CCN(c2c(N3CCCCCC3)c(=O)c2=O)CC1,104.3,-2.2,12.6,102.0,0.1,1,3.4,-0.2,10.5,3.3
C=C(C)Cn1c(SCC(=O)NCc2ccco2)nc2sc3c(c2c1=O)CCC3,104.2,6.1,-5.7,94.4,-2.3,0.8,5.2,-0.1,9.4,18.2
Cc1ccc(NC(=O)c2cc3nc(C)cc(C)n3n2)cc1,87.6,-45.7,-146.3,142.1*,16.5,0.7,-4.7,0.1,1.1,31.8
O=C(O)C1CC(=O)N(c2ccc(F)cc2)C1 (centres undefined),102.5,-3.9,-0.5,103.6,-1.0,0.9,-5.9,0.0,4.6,9.3
Cn1c(SCC(=O)N2CCOCC2)nnc1-c1cccc(NC(=O)c2ccccc2F)c1,102.3,3.5,-6.3,96.8,4.9,0.9,-3.9,0.5,9.5,7.8
CCOc1ccc(Cc2nc(N)nc(N)n2)cc1,93.4,-9.8,-9.1,109.0,12.0,1,-8.5,0.0,6.5,-3.0
COC(=O)c1ccc(C(=O)OC)c(NC(=O)CN(C)Cc2ccccc2)c1,99.3,-1.1,-1.7,100.6,2.1,0.9,5.9,-0.5,-1.5,8.9
Cc1cccc(NC(=S)NN2CCN(C)CC2)c1,100.3,-2.7,-13.2,102.5,5.6,1,2.2,-0.4,15.3,-2.8
O=C(O)c1ccc(N=Cc2nc(-c3ccco3)oc2O)cc1,102.7,-9.0,11.1,107.2,0.4,1,-4.5,-0.2,-1.2,3.4
COc1ccccc1NS(=O)(=O)c1ccc2c(c1)n(C)c(=O)n2C,96.4,8.5,/,92.2,2.8,0.8,1.3,-0.3,3.5,22.4
Cc1cc(SCC(=O)Nc2c(C)n(C)n(-c3ccccc3)c2=O)n2c(nc3ccccc32)c1C#N,100.5,2.0,25.9,98.1,3.5,/,3.3,-0.3,/,/
Cc1c(C(=O)N2CCOCC2)oc2ccc(S(=O)(=O)N3CCCC3)cc12,90.5,8.4,-4.2,92.3,16.3,1,-2.5,0.0,2.1,-4.5
COc1ccc(C(C(=O)NC2CCCC2)N(C(=O)c2snc(-c3ccc(F)cc3)c2N)c2cccc(F)c2)cc1 (centres undefined),104.2,-5.5,9.3,105.0,2.4,1,2.9,-0.4,-15.9,-2.4
Clc1ccc(Cn2cc(/C=N/n3cnnc3)c3ccccc32)cc1,110.0,8.4,-1.8,93.4,-7.6,1,2.2,0.1,-6.7,3.6
CN(C)c1ccc(/C=N/NC(=O)C(O)c2ccc(Br)cc2)cc1 (centres undefined),106.8,-4.0,-1.3,103.4,-4.1,1,6.2,0.0,5.7,3.7
